GPR7 antag = antagonists of human GPR7 (neuropeptides B/W receptor 1). GPR7-expressing cells, fluorescence antagonist assay. 290,000 compounds, 1.1% hits. P48145. AID 1861. inhibition, % at 4.4 µM; in the data active means inhibition above about 16%, passing the limit was not always enough;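 further: cells stimulated with the agonist NPW; 0% = agonist with vehicle and 100% = vehicle without agonist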
OXTR agonist = agonists of human oxytocin receptor | CHO-OTR cells, Fluo-8 calcium fluorescence; normalized: DMSO 0%, oxytocin 100% | 320,000 compounds, 0.32% hits | activation, % at 3 µM | P30559;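 active means activation above the mean of all tested compounds plus 3 SD, cutoff set per screening run, cut at about 20% in these data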;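 further: peak over basal fluorescence ratio from a 100 s FLIPR kinetic read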
Target sequence (P30559 whole entry, looked up): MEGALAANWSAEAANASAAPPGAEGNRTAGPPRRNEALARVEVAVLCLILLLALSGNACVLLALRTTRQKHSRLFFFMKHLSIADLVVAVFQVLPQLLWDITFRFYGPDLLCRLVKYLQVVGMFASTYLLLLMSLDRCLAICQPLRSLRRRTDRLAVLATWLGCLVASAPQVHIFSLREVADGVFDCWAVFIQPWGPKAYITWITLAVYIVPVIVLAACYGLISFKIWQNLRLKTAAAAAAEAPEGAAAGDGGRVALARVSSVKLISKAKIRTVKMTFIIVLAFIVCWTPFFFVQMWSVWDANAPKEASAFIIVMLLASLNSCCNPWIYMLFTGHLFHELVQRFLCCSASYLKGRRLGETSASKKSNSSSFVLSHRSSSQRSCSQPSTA
OXTR potentiator = human OXTR potentiation | activation, % at 3 µM | 320,000 compounds, 0.061% hits | CHO-OTR cells, Fluo-8 calcium fluorescence, potentiator mode; 0% = oxytocin EC15, 100% = EC100 | P30559 | AID 2445;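 active means activation above that plate's cutoff, the mean activation of tested compounds plus 3 SD, cut at about 6.6% in these data, passing the limit was not always enough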;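 further: 100% uses oxytocin at 75 nM as the full agonist control; some results filed as inactive read as strong as hits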
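test system = CHO-OTR cells, human receptor | compound = single-point 3.0 µM | schedule = 6 min compound pre-incubation at room temperature, 100 s kinetic read | signal = Fluo-8 no-wash calcium dye fluorescence, excitation 470-495 nm, emission 515-575 nm | repeats = single well per compound, singlicate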
NALP1 inh = inhibitors of NALP1 inflammasome in yeast | S. cerevisiae NALP1/ASC/caspase-1 growth, X-gal OD620, 72 h | inhibition, % at 10 µM | 280,000 compounds, 0.61% hits | AID 2071; in the data active means inhibition mostly above about 24%, no sharp cut-off; inactive means mostly below about 32%; further: some compounds called inactive have numbers as strong as hits
GalR3 antagonist = blocks the human galanin receptor 3; AID 651719; 360,000 compounds, 0.44% hits; HEK293 GalR3-CNG cAMP membrane potential fluorescence; galR3 body fused to GalR1 C-terminus; O60755; inhibition, % at 3 µM;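 active means inhibition above the screen-wide average plus 3 SD, cut at about 13% in these data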;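 further: forskolin and galanin both at EC90 stimulate the cells; cAMP rise reported by CNG channel membrane potential dye signal; 0% = forskolin plus galanin with DMSO and 100% = forskolin alone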
Target sequence (O60755 1-299 limits assumed): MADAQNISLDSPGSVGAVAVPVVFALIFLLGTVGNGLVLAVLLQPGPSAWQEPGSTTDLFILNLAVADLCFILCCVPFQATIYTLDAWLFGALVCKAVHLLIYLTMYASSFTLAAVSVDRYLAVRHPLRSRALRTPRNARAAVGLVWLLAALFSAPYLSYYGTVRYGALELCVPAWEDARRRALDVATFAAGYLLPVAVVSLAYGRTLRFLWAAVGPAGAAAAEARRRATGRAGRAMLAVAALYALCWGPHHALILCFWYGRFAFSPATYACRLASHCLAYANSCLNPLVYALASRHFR
PfM18AAP inh = blocks P. falciparum M18 aspartyl aminopeptidase; 290,000 compounds, 1.2% hits; inhibition, % at 7.35 µM; AID 1822; recombinant PfM18AAP, H-Glu-NHMec fluorogenic cleavage;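 active means inhibition above the campaign mean inhibition over all tested compounds plus 3 SD, cut at about 28% in these data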;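 further: 0% = plate median of test compound wells and 100% = 2 mM ZnCl2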
MEKK2 WT-MEK5 = raises or lowers MEK5 binding to wildtype human MEKK2 PB1 domain; Q9Y2U5; bead flow cytometry, Alexa488-MEK5 binding to MEKK2 WT; actives lie on both sides; binding response (% of control), % at 10 µM; 290,000 compounds, 1.1% hits; in the data active means binding response below about 67% or above about 130%
MEKK2mut PB1 HTS = signal of MEK5 binding to mutant human MEKK2 PB1 domain; percent response, % at 10 µM; 290,000 compounds, 0.35% hits; bead flow cytometry, Alexa488-MEK5 binding to MEKK2 mutant; in the data active means percent response above about 24%, passing the limit was not always enough; further: inactives centre near 1; some results filed as inactive read as strong as hits; reference of the scale not given here
V1R ag counter = counter-screen for oxytocin receptor agonists: human V1a receptor agonists | P37288 | CHO-V1R cells, Fluo-8 calcium fluorescence, agonist mode; 0% DMSO, 100% 3 nM vasopressin | activation, % at 3 µM | 320,000 compounds, 0.25% hits | AID 2797;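 active means activation above the mean activation of all tested compounds plus 3 SD, per screening run, cut at about 20% in these data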;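 further: signal is peak over basal fluorescence ratio across a 100 second FLIPR read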
Target sequence (P37288 whole entry, looked up): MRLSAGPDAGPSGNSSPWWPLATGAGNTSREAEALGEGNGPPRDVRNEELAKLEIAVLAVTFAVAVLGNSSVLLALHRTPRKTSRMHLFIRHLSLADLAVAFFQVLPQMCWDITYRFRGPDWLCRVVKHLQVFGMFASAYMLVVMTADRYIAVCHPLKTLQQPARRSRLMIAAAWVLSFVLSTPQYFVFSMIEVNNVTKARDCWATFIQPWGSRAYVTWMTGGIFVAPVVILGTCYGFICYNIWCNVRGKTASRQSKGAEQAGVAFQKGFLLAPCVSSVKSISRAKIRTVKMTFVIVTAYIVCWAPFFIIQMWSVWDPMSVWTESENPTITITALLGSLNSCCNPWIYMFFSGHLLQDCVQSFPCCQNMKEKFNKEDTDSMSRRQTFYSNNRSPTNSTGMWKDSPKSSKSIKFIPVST
Starred values were filed as active, the others as inactive; · = no result given; & = joins results of further samples.

nr | Molecule | GPR7 antag | OXTR agonist | OXTR potentiator | NALP1 inh | GalR3 antagonist | PfM18AAP inh | MEKK2 WT-MEK5 | MEKK2mut PB1 HTS | V1R ag counter
1 | COCCn1ccc(O)c(Cc2ccc(Cl)cc2)c1=O | 14 | 0.2 | -1 | 27 | 6 | 10 | 108 | 22 | 0.1
2 | Cc1ccc2c(c1)c1c(c(=O)n(-c3ccccc3)c(=O)n1CC(=O)NCC1CCCO1)n2C (configuration not stated) | -8 | 0.8 | -1 | 0 | -1 | 2 | 108 | 2 | 6.1
3 | Cc1nnc(Cn2cnc3c2c(=O)n(C)c(=O)n3C)o1 | 14 | 0.3 | -8 | 16 | -8 | -10 | 101 | 2 | 0.6
4 | CCOC(=O)c1c(NC(=O)c2ccccc2C(=O)O)sc2c1CCCC2 | 0 | -0.9 | -5 | 14 | 0 | -1 | 105 | 10 | 0.4
5 | CCN(C[C@H]1N[C@@](CC)(C(=O)OC)[C@H]2C(=O)N(C)C(=O)[C@@H]12)C(=O)C1CCCCC1 | · | 0.5 | -5 | · | -4 | · | · | · | -0.2
6 | O=C(Nc1cc(S(=O)(=O)N2CCCCC2)ccc1Cl)c1ccncc1 | · | 1.2 | -2 | · | -5 | · | · | · | 0.0
7 | O=C(c1ccccc1)N1CCCN(c2nccc(C(F)(F)F)n2)CC1 | 2 | -1.0 | 1 | 1 | 1 | 0 | 102 | 8 | -1.6
8 | Cc1nc2ccccc2n1CC(O)COc1ccccc1Cl (configuration not stated) | 3 | 11 | -22 | 16 | 1 | -1 | 96 | -2 | 14
9 | Cc1cccc(NC(=O)C[n+]2cccc(C)c2)c1 | -2 | 1.0 | 1 | -5 | -10 | -1 | 110 | 3 | 4.1
10 | CC1(C)SCC(C(=O)O)NC1=O (configuration not stated) | 0 | 1.0 | -22 | 12 | 5 | -4 | 98 | -6 | 1.7
11 | COc1cc(S(=O)(=O)Nc2ccccc2N2CCCCC2)ccc1NC(C)=O | · | 5.3 | -7 | · | -12 | · | · | · | 2.5
12 | COc1ccc(Cl)cc1NC(=O)CN(C)C(=O)c1sccc1-c1ccccc1 | · | -0.3 | -7 | · | -4 | · | · | · | 2.7
13 | CCC1CCc2c(sc(NC(=O)c3cccnc3)c2C(N)=O)C1 (configuration not stated) | -7 | -0.2 | -12 | 0 | -6 | 0 | 99 | -1 | -0.5
14 | COc1ccc(OCc2nc3c4c(ncn3n2)-c2ccccc2CC42CCCC2)cc1 | -10 | -1.8 | -10 | 41 | -2 | -10 | 118 | 2 | -0.2
15 | COC(=O)C(CC(C)C)NC(=O)c1ccc(F)cc1 (configuration not stated) | -3 | -1.0 | 3 | -11 | -6 | 4 | 106 | 5 | 0.1
16 | CCc1ccc(OCc2ccc(C(=O)NCc3ccccn3)o2)cc1 | -1 | -0.9 | 0 | 32 | -3 | 4 | 106 | 4 | 1.4
17 | CC1=CN2C(=N)/C(=C\c3cn(CCCOc4ccccc4)c4ccccc34)C(=O)N=C2S1 | -4 | 0.6 | -1 | 15 | 3 | 10 | 95 | 1 | -0.3
18 | Oc1ccccc1C=NC(c1ccccc1)C(O)c1ccccc1 (configuration not stated) | 2 | 1.3 | 1 | 14 | -9 | -4 | 98 | -1 | -0.5
19 | CCc1cccc(C)c1NC(=S)NCC1CCN(c2ccc(OC)cc2)C1 (configuration not stated) | 0 | -2.1 | -13 | -22 | -6 | 21 | 89 | -11 | 0.2
20 | Cc1ccccc1-n1c(Cc2cccs2)n[nH]c1=S | 2 | 5.6 | -3 | -2 | -1 | 14 | 106 | 6 | -1.3
21 | O=C(Cc1ccccc1)NCC(=O)Nc1cccc(Br)c1 | -7 | 0.4 | -2 | 14 | 1 | 1 | 98 | -3 | 1.2
22 | Cc1cccc(NC(=O)c2ccccc2OCC(=O)c2ccc(F)cc2)c1 | -3 | 0.4 | -6 | 26 | -3 | 2 | 105 | 1 | 0.1
23 | [N-]=[N+]=NCCN1CCN(CCc2ccccc2)CCC1=O | 8 | -0.4 | -5 | 23 | -1 | 9 | 113 | 2 | 0.5
24 | O=C(CN1C(=O)NC2(CCc3ccccc32)C1=O)Nc1ccccc1C(F)(F)F (configuration not stated) | · | 4.5 | -5 | · | -2 | · | · | · | 3.4
25 | CCOc1ccsc1C(=O)OC | -16 | 0.8 | -7 | 7 | 1 | -2 | 101 | -3 | 0.0
26 | COc1ccccc1C(=O)c1cc2ccc(O)cc2oc1=O | -18 | 0.2 | -14 | 4 | 0 | -1 | 73 | -13 | 0.1
27 | O=C(c1ccccc1)c1ccc(OCC(=O)N2CCOCC2)cc1 | -8 | 1.8 | -4 | -6 | -1 | 2 | 89 | -3 | 1.4
28 | O=C(N/N=C/c1cccnc1)c1cccc(S(=O)(=O)N2CCCC2)c1 | -8 | 0.0 | -11 | -27 | -7 | 6 | 106 | 0 | -0.9
29 | COC(=O)C(NC(=O)c1ccccc1)(Nc1nc(C)cs1)C(F)(F)F (configuration not stated) | 12 | -0.9 | -11 | -30 | -4 | -6 | 101 | 3 | -0.8
30 | Oc1ccc(/C=N/Nc2ccc(C(F)(F)F)cn2)cc1O | 17 | · | · | -16 | 11 | 34* | 97 | -4 | ·
31 | CC(=O)Nc1ccc2c(c1)nc1n2CCN(C(C)c2ccccc2)C1 (configuration not stated) | -5 | 0.9 | -9 | 18 | -5 | 4 | 96 | -1 | -1.0
32 | CC(C)C(NS(=O)(=O)/C=C/c1ccccc1)C(=O)NCc1ccc(F)cc1 (configuration not stated) | -14 | -1.9 | -2 | -2 | -9 | -10 | 96 | -2 | 0.0
33 | Cc1ccc(-n2ncc3c2CC(C)(C)CC3NC(=O)Cc2c(C)noc2C)cc1 (configuration not stated) | -12 | -1.0 | 0 | -8 | -2 | -1 | 100 | -1 | 0.5
34 | Cc1cc(C)c(C)c(OCC(=O)NCCN(C)C)c1 | -4 | -0.1 | -7 | 9 | -1 | 5 | 106 | 7 | 1.1
35 | COC(=O)Nc1ccc(SCC(=O)c2cccc([N+](=O)[O-])c2)cc1 | 23* | 5.6 | -10 | 24 | 1 | 9 | 100 | 0 | 7.0
36 | COc1cc(C(=O)NC(=S)Nc2nc(-c3ccc(F)cc3)cs2)cc(OC)c1OC | -8 | -0.1 | -6 | 12 | 0 | 0 | 104 | 6 | -0.2
37 | CCC1CCCCN1CCCn1c(=S)[nH]c2ccccc2c1=O (configuration not stated) | -1 | 0.7 | -7 | -9 | -2 | 4 | 99 | -1 | 0.5
38 | Cc1ccc(OCC(=O)N2CCN(C(=O)Cc3ccccc3)CC2)cc1 | -4 | -0.7 | -10 | -7 | -4 | -1 | 101 | 0 | -0.4
39 | O=C(CN1CCN(c2ccccc2O)CC1)NC(=O)NCc1ccccc1 | · | 2.0 | 1 | · | 1 | · | · | · | 0.5
40 | Cc1cccc(C(=O)N[C@H](C(=O)Nc2nccs2)C(C)C)c1 | -12 | -1.8 | -4 | 25 | 1 | 3 | 105 | 11 | -0.3
41 | CCCN(C(=O)c1cccc(S(=O)(=O)N2CCN(C)CC2)c1)c1c(N)n(Cc2ccccc2)c(=O)[nH]c1=O | · | -0.7 | -2 | · | 0 | · | · | · | 0.3
42 | Cc1ccc(-c2cn(-c3ccccc3)c3[n+]2CCCS3)cc1 | 22&-9 | 0.3&-0.5 | -8&-9 | -3&31 | 1&-4 | -19&-3 | 119&94 | 16&-2 | 1.4&0.0
43 | CC1CN(CCn2cnc3c(N)ncnc32)CC(C)O1 (configuration not stated) | -11 | 1.6 | 1 | -20 | -4 | 1 | 97 | -1 | 0.6
44 | Cn1c(C(=O)NCc2ccccn2)cc2c(=O)n3ccccc3nc21 | -5 | 0.1 | -7 | 8 | -5 | -6 | 102 | -3 | -0.4
45 | COc1ccccc1CNC(=O)C1CCC(CNS(=O)(=O)c2cccc3cccnc23)CC1 (configuration not stated) | -9 | -1.6 | -2 | 25 | -8 | -1 | 102 | -1 | 0.1
46 | O=C(O)c1ccc(NC(=O)c2cccc(C(=O)Nc3ccc(C(=O)O)cc3)c2)cc1 | -4 | -0.8 | -7 | 7 | 5 | 0 | 107 | 6 | 1.0
47 | COc1ccc(Br)c(C(=O)NCCC(C)C)c1 | -7 | -0.5 | -4 | 24 | 1 | -8 | 102 | -1 | -0.4
48 | COc1ccc(-n2cnc3c(cnn3CCC#N)c2=N)cc1 | -13 | -0.2 | -2 | -5 | 6 | -1 | 96 | -6 | -0.4
49 | Cc1noc(C)c1COc1ccccc1C(=O)NCc1ccco1 | · | -0.8 | -1 | · | 0 | · | · | · | -0.7
50 | CC(OC(=O)CN1C(=O)c2ccccc2C1=O)C(=O)NC1CCCC1 (configuration not stated) | -7 | 0.5 | -3 | -3 | -9 | -9 | 102 | -1 | 1.3

The list continues.
nr | Molecule | GPR7 antag | OXTR agonist | OXTR potentiator | NALP1 inh | GalR3 antagonist | PfM18AAP inh | MEKK2 WT-MEK5 | MEKK2mut PB1 HTS | V1R ag counter
51 | NCCc1nnc(SCC(=O)Nc2cccc(Cl)c2)o1 | 5 | -0.1 | -6 | 17 | -9 | 11 | 104 | 3 | -0.3
52 | CCCCN(C)c1c(N2CCC(C(=O)OCC)CC2)c(=O)c1=O | -13 | 0.2 | -2 | · | -1 | -4 | 84 | -4 | -0.4
53 | CCOc1cccc(C2NC(=S)NC(C)=C2C(=O)Nc2ccccc2)c1 (configuration not stated) | -3 | 1.1 | 5 | 31 | -4 | 0 | 91 | 6 | 0.1
54 | COC(=O)c1scc(C)c1N/N=C(\C)c1ccc(F)cc1F | -2 | -0.9 | -20 | -11 | -1 | 2 | 99 | 2 | -0.7
55 | O=C(COC(=O)c1ccc(O)cc1)Nc1ccc2[nH]c(=O)[nH]c2c1 | · | -0.3 | -1 | · | -4 | · | · | · | 0.7
56 | Cc1cc([N+](=O)[O-])ccc1NC(=O)Cc1ccc(F)cc1 | -2 | -2.5 | -4 | 33 | -4 | -4 | 100 | -1 | 0.8
57 | Cc1nc(-c2cccc(Cl)c2)n[nH]1 | -16 | 2.1 | -12 | · | 2 | 1 | 96 | -27 | -0.1
58 | COc1ccccc1CC(=O)Nc1cc(C)ccn1 | -12 | · | · | 3 | -4 | 2 | 108 | 8 | ·
59 | CC(=O)N1CCC(C(=O)Nc2ccc(S(=O)(=O)N3CCC(C)CC3)cc2)CC1 | -18 | 0.0 | -3 | 3 | 0 | 2 | 115 | 10 | 1.3
60 | Cn1c(=O)c(C(=O)NC2CCCCCC2)c(O)c2ccccc21 | -23 | · | · | 12 | -6 | 5 | 100 | 6 | ·
61 | Cc1cccc(N(CC(=O)N2CCOCC2)S(C)(=O)=O)c1C | -11 | 1.1 | 1 | 7 | -4 | -3 | 104 | 1 | 0.6
62 | O=C(NCc1ccco1)c1ccc2ccccc2c1 | 6 | -1.8 | -1 | 41 | -7 | 6 | 87 | -7 | 0.0
63 | COc1ccc(CNS(=O)(=O)c2ccc(S(=O)(=O)NC3CC3)cc2)cc1 | 27* | 3.7 | -12 | 12 | -7 | -5 | 94 | -5 | 2.9

Laid out differently: 2 of the compounds above.
59) CC(=O)N1CCC(C(=O)Nc2ccc(S(=O)(=O)N3CCC(C)CC3)cc2)CC1
60) Cn1c(=O)c(C(=O)NC2CCCCCC2)c(O)c2ccccc21

Compound	59	60
GPR7 antag	-18	-23
OXTR agonist	0.0	·
OXTR potentiator	-3	·
NALP1 inh	3	12
GalR3 antagonist	0	-6
PfM18AAP inh	2	5
MEKK2 WT-MEK5	115	100
MEKK2mut PB1 HTS	10	6
V1R ag counter	1.3	·
